Mtb FBA inh – Mtb FBA enzyme inhibitors, primary screen, biochemical, fluorescence, strain H37Rv; 2.3% of 360,000 active; AID 588726, 2011; inhibition, % at 1 µM; Fructose-bisphosphate aldolase (Mycobacterium tuberculosis (strain ATCC 25618 / H37Rv)), …; purified M. tuberculosis FBA, fluorescence read-out; in the data active = inhibition above about 27%;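 also: 0% = vehicle and 100% = reference inhibitor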
Target sequence (P9WQA3 whole entry, looked up): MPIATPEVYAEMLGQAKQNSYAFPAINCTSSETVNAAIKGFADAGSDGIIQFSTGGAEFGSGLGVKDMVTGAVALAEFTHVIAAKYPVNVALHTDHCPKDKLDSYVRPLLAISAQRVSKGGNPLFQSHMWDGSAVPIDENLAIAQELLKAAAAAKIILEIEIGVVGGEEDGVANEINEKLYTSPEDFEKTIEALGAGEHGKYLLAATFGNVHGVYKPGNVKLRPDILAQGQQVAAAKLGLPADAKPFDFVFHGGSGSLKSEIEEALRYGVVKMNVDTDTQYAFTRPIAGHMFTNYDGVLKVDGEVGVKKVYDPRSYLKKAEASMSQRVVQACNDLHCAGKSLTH
GDH-TPI counter – GDH-TPI coupling enzyme inhibitors, primary screen, artefact control for M. tuberculosis FBA inhibitor project, biochemical, absorbance, full deck; GDH-TPI coupled enzyme counterscreen, NADH absorbance; inhibition, % at 4.8 µM; 1.2% of 360,000 active; AID 588335, 2011; in the data active = inhibition above about 30%;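 also: 0% = DMSO wells and 100% = wells lacking the enzyme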
BoNT-A LC inh2 – BoNT/A light chain protease inhibitors, primary screen, biochemical, flow cytometry, MLPCN library; Botulinum neurotoxin type A light chain protease (Clostridium botulinum A str. ATCC 3502); multiplex microsphere protease substrate cleavage; inhibition, % at 10 µM; 0.17% of 360,000 active; AID 588499, 2011; also: plate controls were buffer without enzyme for full effect and enzyme alone for no effect
Mtb BioA inh – M. tuberculosis BioA enzyme inhibitors, primary screen, biochemical, plate reader, single point, HTS | purified M. tuberculosis BioA enzyme | inhibition, % at 9.99 µM | 0.096% of 360,000 active | AID 602481, 2012; in the data active = inhibition above about 40%; inconclusive = no clear call, values can overlap the other calls
PfHsp40 yeast – rescue of yeast from PfHsp40 toxicity, primary screen, S. cerevisiae, ATP luminescence. S. cerevisiae expressing PfHsp40, growth rescue. growth rescue, % at 12.5 µM. 0.68% of 340,000 active. AID 504582, 2011; in the data active = growth rescue above about 28%, passing the limit was not always enough; inconclusive = no clear call, values can overlap the other calls;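 also: yeast W303a lacking pdr1 and pdr3 grown in galactose medium; growth measured after three days at 30 °C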
BoNT F protease – BoNT/F light chain protease inhibitors, primary screen, biochemical, flow cytometry, MLPCN library; Multiplex microsphere protease cleavage assay; inhibition, % at 10 µM; 0.22% of 360,000 active; in the data active = inhibition above about 35%, passing the limit was not always enough; inconclusive = no clear call, values can overlap the other calls; also: plate controls were buffer without enzyme for full effect and enzyme alone for no effect
Anthrax LF inh2 – Bacillus anthracis LF protease inhibitors, primary screen, biochemical, multiplex microsphere, MLPCN library; Lethal factor (Bacillus anthracis), P15917; multiplex microsphere protease cleavage assay; inhibition, % at 10 µM; 0.12% of 360,000 active; AID 588501, 2011; also: plate controls were buffer without enzyme for full effect and enzyme alone for no effect
Mtb UGM inh – M. tuberculosis UGM enzyme inhibitors, primary screen, biochemical, fluorescence polarization, single point; UDP-galactopyranose mutase (Mycobacterium tuberculosis (strain ATCC 25618 / H37Rv)), …; purified UGM, fluorescence polarization probe displacement; inhibition, % at 10 µM; 0.06% of 320,000 active; in the data active = inhibition above about 10%, passing the limit was not always enough; inconclusive = no clear call, values can overlap the other calls
Target sequence (P9WIQ1 whole entry, looked up): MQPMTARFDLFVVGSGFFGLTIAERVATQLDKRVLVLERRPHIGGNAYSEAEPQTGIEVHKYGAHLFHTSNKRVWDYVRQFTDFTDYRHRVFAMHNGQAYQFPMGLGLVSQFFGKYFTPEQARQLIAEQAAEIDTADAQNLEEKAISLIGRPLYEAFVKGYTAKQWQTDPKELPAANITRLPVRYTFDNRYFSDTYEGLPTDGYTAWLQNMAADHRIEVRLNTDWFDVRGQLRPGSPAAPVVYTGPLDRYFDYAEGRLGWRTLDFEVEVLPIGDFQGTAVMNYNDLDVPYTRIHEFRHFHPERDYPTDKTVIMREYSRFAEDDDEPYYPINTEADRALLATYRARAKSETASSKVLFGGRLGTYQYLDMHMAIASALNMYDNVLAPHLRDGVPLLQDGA
FadD28 binding – inhibitors of FadD28 bisubstrate probe binding, primary screen, biochemical, fluorescence polarization, single point; AID 588549, 2011; inhibition, % at 12.5 µM; 0.22% of 360,000 active; in the data active = inhibition above about 8.5%, passing the limit was not always enough; inconclusive = no clear call, values can overlap the other calls
Starred values were filed as active, the others as inactive; ? = inconclusive; nt = not tested or not shown; & = joins results of further samples. Rule as the data show it, unless noted: active = inhibition above about 30%; inconclusive = no clear call, values can overlap the other calls; inactive = below that. Rows are unselected. Share with any hit: about 4.7%.

SMILES | Mtb FBA inh | GDH-TPI counter | BoNT-A LC inh2 | Mtb BioA inh | PfHsp40 yeast | BoNT F protease | Anthrax LF inh2 | Mtb UGM inh | FadD28 binding
CC(C)(O)c1cc2ccc(C#CCCN3C(=O)c4ccccc4C3=O)cc2c(=O)o1 | 4.3 | 13.2 | -0.2 | 0.4 | -1.1 | 10.4 | -2.2 | -1.2 | -0.1
COc1ccc(-c2cc(N)n(CCC#N)n2)c(OC)c1 | 4.6 | -2.6 | 0.2 | -2.4 | -1.0 | 1.6 | -2.3 | 1.8 | -2.4
CNS(=O)(=O)c1cccc(C(=O)NNC(=O)c2ccc(COc3ccccc3)cc2)c1 | -1.9 | 0.4 | 2.0 | 0.6 | -0.3 | 2.3 | 2.0 | -0.7 | nt
Cc1ccc(N(CN2C(=O)c3ccccc3C2=O)C(=O)c2ccc([N+](=O)[O-])cc2[N+](=O)[O-])cc1 | 0.7 | 9.7 | -0.6 | nt | 5.9 | -5.9 | 0.9 | 0.3 | -1.6
Cc1cc(C)cc(OCC(=O)Nc2ccc(-n3cnnn3)cc2)c1 | 1.0 | -0.4 | 0.7 | -0.5 | 0.6 | 7.5 | -1.5 | -2.8 | nt
CCCCOC(=O)c1[nH]c(C)c(C(=O)OC)c1C | 0.2 | 9.2 | 0.1 | 2.2 | 0.1 | 1.8 | -1.4 | -2.0 | -2.5
CCn1c(SCC(=O)Nc2c(C#N)cnn2-c2ccccc2)nnc1-c1cccs1 | 1.7 | 9.6 | -0.3 | -1.6 | nt | 0.6 | 0.1 | -4.7 | -2.0
CCC(COC(=O)Nc1cccc(C)c1C)NC(=O)OCC(C)C (stereo unspecified) | 0.2 | 2.1 | -0.2 | -1.1 | 0.7 | -0.6 | -4.2 | -1.6 | -0.1
COCc1[nH]nc2c1C(c1ccccc1Cl)C(C#N)=C(N)O2 (stereo unspecified) | -0.8 | -5.6 | 0.3 | -1.5 | -1.7 | -9.2 | -2.4 | -0.5 | -6.2
COCCCNC(=O)Cn1c(=O)n(CCCCCC(=O)NCc2ccc3c(c2)OCO3)c(=O)c2sccc21 | 1.9 | -2.4 | -0.6 | -1.8 | -0.7 | -10.6 | 5.3 | 1.5 | -1.5
Cc1cc(C)c(S(=O)(=O)Nc2cnc3ccccc3c2)c(C)c1 | 7.5 | -1.5 | -0.5 | 1.9 | 8.2 | -1.0 | 6.2 | -3.6 | -2.9
Cc1cc(Cl)c(S(=O)(=O)Nc2ccc(S(=O)(=O)N3CCOCC3)cc2)cc1OCC(N)=O | 2.9 | 6.9 | 0.1 | nt | -0.6 | -1.4 | -1.5 | 1.2 | 0.9
O=C(O)CCN1CCN(S(=O)(=O)c2ccc3ccccc3c2)CC1 | 0.5 | -0.7 | 0.1 | -1.2 | 0.2 | -0.1 | -19.1 | 0.9 | 0.2
O=C(Nc1nc2ccccc2s1)C1=NN(c2ccccc2)C(=O)CC1 | 3.3 | 19.6 | 1.7 | nt | 0.4 | -5.8 | 0.2 | -1.6 | 2.0
CN(CC(=O)NC(=O)NCc1ccccc1)Cc1cccc(Cl)c1Cl | 4.1 | -12.7 | 0.7 | -0.6 | 3.7 | -2.0 | -2.2 | nt | -1.9

Limited to Mtb BioA inh, for some of the entries so far:
Molecule	Mtb BioA inh
CCC(COC(=O)Nc1cccc(C)c1C)NC(=O)OCC(C)C (stereo unspecified)	-1.1
COCc1[nH]nc2c1C(c1ccccc1Cl)C(C#N)=C(N)O2 (stereo unspecified)	-1.5
COCCCNC(=O)Cn1c(=O)n(CCCCCC(=O)NCc2ccc3c(c2)OCO3)c(=O)c2sccc21	-1.8

Structures listed so far with an NH in an aromatic ring, in the order listed:
SMILES | Mtb FBA inh | GDH-TPI counter | BoNT-A LC inh2 | Mtb BioA inh | PfHsp40 yeast | BoNT F protease | Anthrax LF inh2 | Mtb UGM inh | FadD28 binding
CCCCOC(=O)c1[nH]c(C)c(C(=O)OC)c1C | 0.2 | 9.2 | 0.1 | 2.2 | 0.1 | 1.8 | -1.4 | -2.0 | -2.5
COCc1[nH]nc2c1C(c1ccccc1Cl)C(C#N)=C(N)O2 (stereo unspecified) | -0.8 | -5.6 | 0.3 | -1.5 | -1.7 | -9.2 | -2.4 | -0.5 | -6.2

Later entries.
SMILES | Mtb FBA inh | GDH-TPI counter | BoNT-A LC inh2 | Mtb BioA inh | PfHsp40 yeast | BoNT F protease | Anthrax LF inh2 | Mtb UGM inh | FadD28 binding
CC(NS(=O)(=O)c1ccccc1)C(N)=O (stereo unspecified) | -1.9 | 2.4 | -2.1 | -0.5 | 1.8 | -3.4 | -7.1 | -0.3 | -1.2
Cc1ccc(C)c(S(=O)(=O)NC(CC(C)C)C(=O)O)c1 (stereo unspecified) | 3.6 | -4.4 | 0.5 | -1.2 | 1.1 | -4.3 | -1.4 | -2.0 | -3.3
O=C1CCCN2N=C(SCC(=O)Nc3ccccc3C(F)(F)F)SC2=N1 | -0.5 | -2.4 | 1.1 | -0.3 | -0.3 | 0.5 | -0.1 | -1.1 | -2.6
O=[N+]([O-])c1ccc(CSC2=NCCN2)cc1 | -1.4 | 7.4 | 1.2 | -1.2 | 0.2 | 16.0 | -13.0 | -0.5 | -1.1
O=C(O)C1=C[C@H](c2coc3ccccc3c2=O)C[C@H](OCc2ccc(CO)cc2)O1 | 7.0 | 8.3 | -0.2 | 2.0&0.6 | 0.6 | -2.3 | -8.6 | 2.0 | 0.2
O=C1CCCC/C1=C/NCc1ccc(F)cc1 | -8.2 | 8.0 | -0.3 | nt | -0.8 | 3.4 | -0.5 | 0.9 | -4.6
CO/N=C(\Cn1ncc(N2CCOCC2)c(Br)c1=O)c1ccc(Cl)cc1 | 1.5 | 2.7 | -0.2 | nt | -2.8 | -8.2 | -0.5 | -3.3 | -1.5
Cc1ccccc1CNc1ccc(C(CC(N)=O)NC(=O)c2ccccc2)cc1[N+](=O)[O-] (stereo unspecified) | -4.2 | 5.0 | -0.1 | -2.1 | -1.0 | -8.7 | -4.5 | 1.7 | -3.3
O/N=C/c1cn(-c2ccccc2)nc1-c1cccnc1 | -0.5 | 3.1 | -1.6 | -0.2 | 0.2 | -11.7 | -0.7 | 1.0 | -1.6
CCOn1c(=O)c(-c2ccc(F)cc2)[n+]([O-])c2ccccc21 | 2.9 | 18.0 | -1.2 | 0.3 | 1.9 | -10.9 | -10.1 | -4.6 | -0.9
CCOc1ccc(NC(=S)c2ccc3ccccc3n2)cc1 | -2.0 | 4.5 | -1.0 | -1.3 | 2.4 | -2.4 | -2.1 | 0.6 | -2.0
Cc1onc(-c2ccccc2)c1C(=O)N1CCN(c2ccccc2F)CC1 | 2.0 | -5.2 | -4.1 | nt | -0.9 | -14.6 | 9.9 | 2.2 | -2.8
Cc1cc(C)nc(NC2=NC3CCCCC3N2)n1 (stereo unspecified) | -1.5 | 4.5 | 0.2 | -1.9 | 0.5 | -1.0 | 9.8 | -2.4 | -2.2
OC(c1ccc(-c2ccccc2)cc1)c1ncc(-c2ccccc2Cl)[nH]1 (stereo unspecified) | -0.7 | 3.1 | -0.7 | -0.1 | nt | -7.7 | -6.3 | nt | -2.1
CCOC(=O)c1cc(NC(=O)c2ccccc2)c(=O)n2c1oc1ccccc12 | 1.8 | 8.3 | 0.2 | nt | -0.4 | -6.0 | -4.7 | 3.2 | -0.2
CCCC(=O)Nc1ccc(Cl)c(NC(=S)NC(=O)C(C)C)c1 | -2.7 | -4.7 | -0.8 | nt | 1.3 | -1.5 | -2.4 | -1.3 | -3.9
Cc1cc(O)cc(O)c1C=NCc1ccco1 | 1.9 | 33.3* | -0.9 | nt | -1.1 | 1.4 | -0.1 | 0.0 | -1.0
Cc1ccn2c(=O)nc(SCC(=O)NC3CCCC3)nc2c1 | 4.3 | 14.2 | 2.5 | -0.7 | -0.6 | ? | 1.8 | -1.8 | 0.1
Cn1c(=O)[nH]c(=O)c2c1nc(CN1CCN(c3ccc(F)cc3)CC1)n2CCN1CCOCC1 | -0.8 | 7.5 | -0.5 | -0.1 | 1.5 | -4.6 | -2.5 | -1.7 | -1.0
CC1CC(NC(=O)c2c(O)nc3sccn3c2=O)CC(C)(C)C1 (stereo unspecified) | -1.0 | -7.8 | -3.1 | nt | nt | -1.6 | 4.4 | nt | -11.5
COc1ccccc1NC(=O)CN1C(=O)COc2ccc(S(=O)(=O)N3CCCCCC3)cc21 | -0.3 | 6.0 | 1.5 | -0.8 | -0.6 | 7.2 | -1.3 | -0.2 | -1.7
O=C(N/N=C/c1ccoc1)c1cccc(OC(F)(F)C(F)F)c1 | 0.2 | 2.6 | 0.3 | nt | -1.6 | -9.1 | -0.7 | 3.2 | -1.7
COc1ccc(/C(C)=N/Nc2ccc(C(=O)O)cc2)c(OC)c1 | -4.9 | 21.5 | -0.8 | nt | -0.7 | -10.3 | -1.5 | 3.7 | 3.0
O=C(N/N=C/c1cccc(OC(=O)c2ccc3c(c2)OCO3)c1)c1cncc(Br)c1 | 0.0 | 5.2 | 5.4 | 0.6 | -0.6 | 17.5 | 3.6 | -2.5 | -1.7
COc1cc(NC(=O)C2CCCN2S(=O)(=O)c2ccc3c(c2)CC(C)N3C(C)=O)cc(OC)c1 (stereo unspecified) | 3.0 | 0.8 | 0.0 | -0.9 | 0.5 | -6.1 | -1.7 | -0.8 | -0.9
CCSc1nnc(NC(=O)COc2ccc3ccccc3c2)s1 | 5.8 | 5.3 | -0.4 | -0.1 | -2.0 | 17.0 | -4.4 | 1.2 | -2.4
Cc1ccc(S(=O)(=O)N2CCC(N3CCN(C)CC3)CC2)cc1Cl | -5.4 | 3.4 | -0.5 | 0.4 | -1.1 | -1.7 | -0.7 | 6.0 | nt
O=C1NC(=Nc2ccccc2)SC1Cc1ccccc1 (stereo unspecified) | 2.6 | -0.6 | 0.0 | nt | -0.1 | 11.3 | 4.2 | 1.6 | -0.1
CCNc1c(NC(=O)C2CCC(C)CC2)c(=O)oc2ccccc12 (stereo unspecified) | -0.6 | -7.4 | -1.0 | -1.1 | 0.1 | 2.9 | 2.2 | -0.4 | 0.3
O=C(CN1C(=O)NC2(CCCCC2)C1=O)N1CCOCC1 | 2.7 | -0.3 | -3.3 | -1.9 | -1.0 | -9.0 | 7.1 | -0.5 | -1.8
COc1ccc(NC(=O)NC(=O)c2ccccc2)cc1 | -1.6 | 12.4 | -1.8 | -1.0 | 0.0 | 4.0 | -3.2 | 0.0 | -0.9
Cc1c(NC(=O)C2CCCN2S(=O)(=O)c2cccc3nsnc23)cccc1C(=O)O (stereo unspecified) | 4.1 | 11.3 | -0.6 | 0.1 | -0.5 | 3.1 | -4.6 | -1.1 | -1.9
Fc1ccc(-n2cc(-c3ccccc3)c3c(=S)nc[nH]c32)cc1 | -0.5 | 15.7 | 1.3 | 1.8 | 1.3 | 5.2 | -0.6 | -1.6 | -1.4
Cn1c(=NC(=O)c2ccc3c(c2)OCCO3)sc2cc(S(C)(=O)=O)ccc21 | -1.9 | 14.6 | -0.6 | nt | 0.7 | -0.5 | -4.1 | -2.1 | -0.6
Cn1c(SCC(=O)N2CCCc3ccccc32)nnc1-c1ccco1 | 0.9 | 6.7 | 0.2 | nt | -0.4 | 4.9 | -2.7 | 0.9 | -1.1
O=C(c1ccccc1)N(c1ccccc1)C1C=CS(=O)(=O)C1 (stereo unspecified) | -0.4 | 3.1 | 0.8 | -1.5 | -1.4 | 26.6 | 5.2 | 1.9 | -1.0
O=C(COc1ccc(Cl)cc1)NCCCNC(=O)c1ccccn1 | 0.0 | -12.6 | 1.2 | -1.8 | 0.1 | 3.9 | 4.6 | 2.1 | -3.8

Assay outcomes as filed in PubChem.
